# RmlC RmlD mix: RmlC/RmlD inhibition, mixture screen | RmlC/RmlD coupled enzyme inhibition, 384-well mixture HTS | inhibition, % at 5.5 µM | 110,000 tested, 0.39% active; in the data active = inhibition above about 30%, passing the limit was not always enough; inconclusive = no clear call, values can overlap the other calls; also: strong numbers were not always called active
# RT RNaseH block: blocks HIV-1 RNase H cleavage of RNA/DNA duplex; P04585; RT-RNase H RNA/DNA duplex cleavage, fluorescence; inhibition, % at 10 µM; 65,000 tested, 1.9% active; in the data active = inhibition above about 50%
# Numbers without * were called inactive; ? = inconclusive; / = no result given. The list is partial; count on the stated rates, not on these rows.
Structure | RT RNaseH block | RmlC RmlD mix
COc1ccc(NC(=O)CN2CCC3(O)CCCCC3C2c2cc(OC)ccc2OC)cc1 (centres undefined) | -7 | 11
COc1cccc(NC(=O)CCN2C(=O)c3ccccc3S2(=O)=O)c1 | / | 4
CCC(C)NCCOCCSc1ccc(Cl)cc1 (centres undefined) | / | 9
Clc1ccc(C2CC(c3cccs3)n3ncnc3N2)cc1Cl (centres undefined) | -5 | 5
CSc1cccc(NC(=O)C2CCCN(S(=O)(=O)c3cnc[nH]3)C2)c1 (centres undefined) | -4 | 3
O=C(N/N=C/c1ccc(-c2cccc(C(F)(F)F)c2)o1)c1cccc(F)c1 | / | -1
Cc1ccc(C(=O)CSc2nnc(COc3cccc4cccnc34)o2)cc1 | -34 | 3
O=C(NCCc1ccncc1)c1ccccc1F | -5 | 25
CC1CN=C(N(C(=O)Nc2ccccc2)C(C)C)S1 (centres undefined) | / | -5
Cc1ccc(SCc2ccc(C(=O)NCc3ccncc3)cc2)cc1 | / | -18
O=C(CSCC(=O)NC1CC1)Nc1ccccc1 | 2 | 8
COc1ccc(CCNC2CC(=O)N(CCc3ccccc3)C2=O)cc1 (centres undefined) | / | -10
Cc1cc(-c2c(C)[nH]n(-c3ccccc3)c2=O)n(-c2ccccc2)n1 | / | -12
Cc1nc2ccc(S(=O)(=O)NCC(=O)O)cc2s1 | -8 | -16
Cc1nc(C)c2c(c1C(F)(F)F)-c1ccccc1C2(F)F | 0 | 6
Cc1cc(C)c2c(-n3cccc3)c(NC(=O)OCc3ccccc3)sc2n1 | / | 12
COc1ccccc1CNC(=O)c1cc2c(s1)CS(=O)(=O)C2 | -2 | 7
CCOC(=O)CN1CC23C=CC(O2)C(C(=O)Nc2ccc(F)cc2)C3C1=O (centres undefined) | -23 | 9
O=C(NCCc1c[nH]c2ccccc12)C(=O)NCC1OCCN1S(=O)(=O)c1ccc(Cl)cc1 (centres undefined) | / | -6
O=C(NCCCN1CCc2ccccc2C1)C1CCN(S(=O)(=O)N2CCCC2)CC1 | -13 | 11
O=C(Nc1ccsc1C(=O)NC1CCCCC1)c1ccc(F)cc1 | / | 4
COC(=O)c1ccc(C(c2c(N)n(CC(C)C)c(=O)[nH]c2=O)N2CCN(c3ccccc3)CC2)cc1 (centres undefined) | 2 | ?
CCn1c(=O)cc(SCC(=O)N(C)Cc2ccccc2)c2ccccc21 | / | 8
CCOC(=O)Cn1nc(-c2ccccc2)ccc1=O | -1 | 6
COc1cccc(C2C(C(=O)c3sc(C)nc3C)=C(O)C(=O)N2CCN(C)C)c1OC (centres undefined) | -4 | /
Cc1cccc2cc(CN(CC3CCCO3)S(=O)(=O)c3ccccc3)c3nnnn3c12 (centres undefined) | -2 | /
Cn1c(NC(=O)c2ccc(F)c(F)c2)cc(=O)n(C)c1=O | -12 | -8
O=C(O)C1CCCCC1C(=O)NC1CCCCC1 (centres undefined) | 6 | -4
CCOC(=O)C1CCN(S(=O)(=O)c2c(C)[nH]c(=O)[nH]c2=O)CC1 | -11 | ?
CCn1ncc2c(OCc3ccc(C#N)cc3)cc(C)nc21 | -28 | 11
CCc1ccc2[nH]c(=O)c(C(c3nnnn3Cc3ccccc3)N3CCOCC3)cc2c1 (centres undefined) | 3 | -9
COc1ccc(S(=O)(=O)N2CCC(C(=O)Nc3cccc(C(C)=O)c3)CC2)cc1C | 0 | 10
Cc1csc(SCC(=O)Nc2cccc(S(=O)(=O)N3CCCC3)c2)n1 | / | 6
O=C1CC(N2CCN(c3ccccc3Cl)CC2)C(=O)N1c1ccc(F)cc1 (centres undefined) | 8 | 11
COc1ccc(C2C=C(c3ccc(C)cc3)Nc3ncnn32)cc1 (centres undefined) | -2 | /
CCOC(=O)Cn1c(CN2CCOCC2)nc2c1c(=O)[nH]c(=O)n2C | -2 | 4
CCn1nnnc1SCC(=O)N1c2ccccc2CCc2ccccc21 | -3 | -2
CCOc1ccc(C(=O)Nc2c3c(nn2-c2ccc(C)cc2)CS(=O)C3)cc1OCC (centres undefined) | 5 | -9
CCCCCCCn1c(=N)n(CC(=O)c2ccco2)c2ccccc21 | / | 2
Cc1cc(Cl)c(OCCN2C(=O)NC(C)(C)C2=O)c(Br)c1 | / | -68
CCn1c(=O)c2c(nc(SCC(=O)NCC3CCCO3)n2C)n(C)c1=O (centres undefined) | -9 | 7
CC(=NC(C)c1ccccc1)c1c(O)[nH]c(=O)[nH]c1=O (centres undefined) | / | -19
C/C=C(\C)CN1CCN(c2cccc(C)c2C)CC1 | / | -12
Cn1cc(C(c2ccccn2)c2cn(C)c3ccccc23)c2ccccc21 | / | 3
CCNc1nc(NCC)nc(C(=O)Nc2ccccc2)n1 | / | 3
CCC(C)N(C(=O)Cn1nnc2ccccc21)C(C(=O)NCc1ccco1)c1cccc(OC)c1 (centres undefined) | -8 | 12
O=C1Nc2cc(Cl)ccc2Nc2cscc21 | / | 6
O=C(CSc1n[nH]c(-c2ccco2)n1)Nc1sc2c(c1C(=O)Nc1ccccc1)CCCC2 | 6 | 10
CC(C)N(Cc1nc(-c2ccccc2)no1)S(=O)(=O)c1ccccc1 | -44 | -7
O=c1cc(Nc2ccc3c(c2)OCCO3)[nH]c(=O)n1-c1ccc(Cl)cc1 | -5 | -14
C=CCc1c(C)nc(C)nc1N/N=C/c1ccc([N+](=O)[O-])cc1 | / | 3
Nc1sc2c(c1C(=O)NC1CCS(=O)(=O)C1)CCCC2 (centres undefined) | 66* | -6
CCCN1CC=C2C(C#N)=C(N)C(C#N)(C#N)C(c3cc(OC)ccc3OC)C2C1 (centres undefined) | -5 | -2
CC(C)(C)[C@H]1C=C(C(=O)NC2CC2)O[C@@H](OCc2ccc(CO)cc2)C1 | / | -13
Cc1ccc(CN2C(=O)CCC2C(=O)NCCCN2CCOCC2)cc1 (centres undefined) | -10 | -14
CCOc1ccccc1N1CC(C(=O)Nc2ccccc2N2CCOCC2)CC1=O (centres undefined) | 4 | 1
Cc1cc(C)nc(SCC(=O)N2CCC(C(N)=O)CC2)n1 | -2 | 8
CCCSc1nc2c(cnn2-c2ccc(F)cc2)c(=O)[nH]1 | -8 | -6
Cc1cccc(-n2c(CNC(=O)c3ccc(S(=O)(=O)N4CCCC4)cc3)n[nH]c2=S)c1 | 9 | 1
O=C(CN1CCOCC1)Nc1cc(Cl)ccc1Cl | 3 | 6

# The list continues.
Structure | RT RNaseH block | RmlC RmlD mix
COc1ccc(-n2ncc3c(NCC4CCCO4)ncnc32)cc1 (centres undefined) | / | 7
CCn1cc(C(=O)Nn2cnnc2)c(=O)c2ccc(C)nc21 | 2 | /
Cc1noc(C)c1CSc1nnnn1-c1ccc(Cl)cc1 | -21 | -10
CCn1c(SCC(=O)N2CCCCC2)nc2c(c1=O)SC(C)C2 (centres undefined) | / | -5
O=S(=O)(Nn1cnnc1)c1ccccc1 | / | 8
Cc1cc(=O)oc2c(CN3CCN(C)CC3)c(O)c(Cl)cc12 | 3 | /
CCOc1cc(C)ccc1OCc1nnc(SCC(=O)c2cccc([N+](=O)[O-])c2)n1CC | / | -10
Cc1ccc(C(=O)NCCSc2snnc2C)cc1 | / | 7
NC(=O)CC(NC(=O)Cc1cccc2ccccc12)c1ccc(NCCc2cccc(F)c2)c([N+](=O)[O-])c1 (centres undefined) | / | -6
CCN(CCCNC(=O)CCNC(=O)Cn1cnc2ccccc2c1=O)c1ccccc1 | -3 | 7
CC(=O)c1c(C)[nH]c(C(=O)OCC(=O)N2CCc3ccccc32)c1C | / | 8
COC(C/C=C\C(=O)[C@H](C)OCc1ccccc1)OC | / | 7
COCCOC(=O)c1c(C)oc2ccc(NS(=O)(=O)c3ccc(F)cc3)cc12 | 6 | /
CC(=O)Nc1ccc(-n2cnnn2)cc1 | / | -9
CCCC(CCC)n1[nH]c(=O)c2c(C)cc(C)nc21 | -9 | 7
Cc1ccc(SCc2noc(C(=O)NCC3CCCO3)c2C(=O)O)cc1C (centres undefined) | / | 6
Cc1ccc2nc(-c3ccccc3)cc(C(=O)O)c2c1 | -3 | 5
CCS(=O)(=O)N1CCC(C(=O)NCCCN2CCN(c3ccccc3F)CC2)CC1 | 3 | 5
CCOC(=O)C1=C(C)N=C2SCCC(=O)N2C1c1ccc(C(=O)OC)cc1 (centres undefined) | -6 | 3
CC1(C)CC(=O)C2=C(C1)Oc1ncn(CCCO)c(=N)c1C2c1ccccc1 (centres undefined) | -8 | -10
CCOC(=O)Nc1ccc2c(c1)N(C(=O)OC)c1ccccc1CC2 | -10 | 22
CCOC(=O)c1c(NC(=O)CCN2CCOCC2)sc2c1CC(C)(C)OC2 | 10 | 3
Cc1ccc(-n2c(Cc3cccn3C)nnc2SCC(=O)Nc2nnc(C)s2)cc1 | -9 | 10
CCOc1cccc2cc(C(=O)Nc3cc(C)on3)c(=O)oc12 | 32 | -3

# A second format for part of the listing above:
CC(C)(C)[C@H]1C=C(C(=O)NC2CC2)O[C@@H](OCc2ccc(CO)cc2)C1
  RT RNaseH block: /
  RmlC RmlD mix: -13

Cc1ccc(CN2C(=O)CCC2C(=O)NCCCN2CCOCC2)cc1 (centres undefined)
  RT RNaseH block: -10
  RmlC RmlD mix: -14

CCOc1ccccc1N1CC(C(=O)Nc2ccccc2N2CCOCC2)CC1=O (centres undefined)
  RT RNaseH block: 4
  RmlC RmlD mix: 1

Cc1cc(C)nc(SCC(=O)N2CCC(C(N)=O)CC2)n1
  RT RNaseH block: -2
  RmlC RmlD mix: 8

# Next part:
Structure | RT RNaseH block | RmlC RmlD mix
CN(C)S(=O)(=O)Oc1ccsc1C(=O)Nc1cccc(Cl)c1Cl | / | -8
COc1nc(OCCNC(C)=O)nc(N(C)C)n1 | / | 4
Cc1cc2c3nonc3ccc2n1C | -30 | 136
COc1ccc(-c2nnc3ccc(SCC(=O)NCc4ccco4)nn23)cc1OC | -9 | 6
O=C(NCCCN1CCN(CCCNC(=O)c2ccc(F)cc2)CC1)c1ccc(F)cc1 | 2 | 5
Cc1ccc(NC(=O)c2ccc(S(=O)(=O)NCC3CCCO3)cc2)cc1 (centres undefined) | -15 | -14
CCOc1cc(/C=C2/NC(=O)N(CC(=O)Nc3cccc(C)c3)C2=O)ccc1O | / | -7
O=C(NCc1ccco1)c1cc2sccc2n1Cc1ccccc1 | -24 | -58
Cc1ccc(CCNC(=O)C2CCCN(S(=O)(=O)c3cccs3)C2)cc1 (centres undefined) | / | -30
Cc1ccc(S(=O)(=O)Oc2ccc3c(c2)O/C(=C\c2cccnc2)C3=O)cc1 | / | -20
CCOc1ccc(-c2cc(CCCC(=O)NCc3cccnc3)no2)cc1 | -36 | -3
Clc1ccc(C2=Nn3c(nnc3-c3cc(-c4ccccc4)n[nH]3)SC2)cc1 | / | 5
COc1cccc(Nc2cc(C)nc3nc(C)nn23)c1 | -9 | -7
COc1ccc(/C=N/NC(=O)c2cccc([N+](=O)[O-])c2)cc1OS(=O)(=O)c1ccc(C)cc1 | / | 4
O=C(N/N=C\c1ccc(COc2ccc([N+](=O)[O-])cc2)o1)c1cccc(Cl)c1 | / | 3
COC(=O)c1ccc(CSc2nc3sc4c(c3c(=O)n2C)CCCC4)o1 | -1 | 8
COc1cc(C2/C(=C(\O)c3cc(C)ccc3C)C(=O)C(=O)N2CCN(C)C)ccc1O (centres undefined) | -5 | -8
Cc1ccc(SCCNC(=O)C(C)C)cc1 | 0 | -2
O=C(Nc1ccc(F)cc1)N(CCCN1CCOCC1)Cc1cc2cc3c(cc2[nH]c1=O)OCO3 | -11 | /
CC(=O)c1cc2c(cc1NC(=O)c1ccc(-n3nc(C)cc3C)cc1)OCO2 | 7 | /
CC(C)(C)c1ccc(C(=O)NCC(=O)OCN2C(=O)c3ccccc3C2=O)cc1 | / | 3
COc1ccc(OCC(=O)N2CCN(c3nnc(-c4ccccc4)c4ccccc34)CC2)cc1 | 3 | -100
Cc1cc(C)c(NC2=NS(=O)(=O)c3ccccc32)c(C)c1 | / | -11
COc1ccc(S(=O)(=O)N(CC(=O)N2CCN(C)CC2)C2CCCCC2)cc1OC | -6 | -10

# Single entries from the list.
# Value for COc1ccc(OCC(=O)N2CCN(c3nnc(-c4ccccc4)c4ccccc34)CC2)cc1 in RT RNaseH block: 3
# Value for COc1cc(C2/C(=C(\O)c3cc(C)ccc3C)C(=O)C(=O)N2CCN(C)C)ccc1O (centres undefined) in RmlC RmlD mix: -8

# (next part)
Structure | RT RNaseH block | RmlC RmlD mix
Cc1nn(-c2ccccc2)c(C)c1/C=N/NC(=O)c1cc(C23CC4CC(CC(C4)C2)C3)[nH]n1 | / | -11
Cc1ccc(C)c(OCCCCCn2ccnc2)c1 | -37 | -6
COc1ccc(/C=C(/C(=O)c2ccc(Cl)cc2Cl)n2cncn2)cc1 | / | -2
CN(C(=O)c1cnc(N2CCN(c3ncccn3)CC2)c2ccccc12)c1ccc(Cl)cc1 | 38 | /
Cn1c(N)c(C(=O)CSc2nc(N)cc(=O)[nH]2)c(=O)n(C)c1=O | / | -6
O=C(NCCn1cc(SCc2ccc(F)cc2)c2ccccc21)c1ccccc1F | / | 6
Cc1cc(C)c2[nH]c(=O)c(CN(CC3CCCO3)C(=O)C3CCCO3)cc2c1 (centres undefined) | -2 | 9
N#CCSc1nnc(Cc2cccc3ccccc23)n1C1CCCCC1 | -17 | 3
CCC(Sc1nc(=O)cc(N)n1-c1ccccc1)C(=O)Nc1ccc(Cl)cn1 (centres undefined) | -6 | /
c1cncc(-c2nnc(SCc3cccc4ccccc34)o2)c1 | -49 | /
CCN1C[C@]2(CO)CC[C@H](OC)[C@@]34C5C[C@H]6[C@H](OC)C5[C@](O)(C[C@H]6OC)[C@@](O)(C(OC)C23)[C@@H]14 (some centres undefined) | / | -13
FC(F)C(F)(F)C(F)(F)C(F)(F)c1cc(-c2ccccc2)n[nH]1 | -18 | -24
COc1ccc(OC)c(-n2c(CN3CCC(C(N)=O)CC3)nc3ccccc3c2=O)c1 | -6 | 7
c1ccc(NCc2cccnc2)cc1 | / | 25
Cc1nn2c(N3CCOCC3)c3c(nc2c1-c1ccccc1)CCCC3 | 6 | -24
